# GBA enhancer = glucocerebrosidase activity enhancement; P04062; L444P Gaucher fibroblasts, 4-MU-glucoside fluorescence, 3 days; activation, % at 10 µM; actives 0.44% (n = 30,000); in the data active = activation above about 65%;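 also: 0% = vehicle wells and 100% = positive control wells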
# Target sequence (P04062 whole entry L483P): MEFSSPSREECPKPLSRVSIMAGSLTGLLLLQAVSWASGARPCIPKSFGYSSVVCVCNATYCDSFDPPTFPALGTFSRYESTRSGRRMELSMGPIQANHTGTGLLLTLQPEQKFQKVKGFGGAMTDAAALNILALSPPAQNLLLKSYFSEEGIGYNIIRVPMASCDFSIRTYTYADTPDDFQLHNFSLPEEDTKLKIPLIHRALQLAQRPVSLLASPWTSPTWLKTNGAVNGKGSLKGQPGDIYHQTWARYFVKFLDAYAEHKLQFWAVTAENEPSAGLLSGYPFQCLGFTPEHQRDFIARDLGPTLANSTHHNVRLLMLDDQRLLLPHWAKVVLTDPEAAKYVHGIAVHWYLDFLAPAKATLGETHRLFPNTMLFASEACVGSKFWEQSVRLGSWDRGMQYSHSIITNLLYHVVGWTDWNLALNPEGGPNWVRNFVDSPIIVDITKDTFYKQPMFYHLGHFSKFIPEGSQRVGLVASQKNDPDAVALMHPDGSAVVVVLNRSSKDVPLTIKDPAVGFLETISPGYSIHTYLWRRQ
# * marks the source's active call; other numbers are inactive results. Some of the compounds tested; rates above refer to the full screens.
SMILES,GBA enhancer
Oc1ccccc1C1Nc2cccc3cccc(c23)N1,-32.2
Cc1nc(N)nc(C)c1Cc1ccccc1,-7.8
CCn1cc(C(=O)NC2CCCCCC2)c2cc(OC)c(OC)cc2c1=O,-18.6
Cc1ccc(C)c(OCC(=O)Nc2ccc3c(c2)OCO3)c1,-10.5
O=C(COc1ccc(-n2cnnn2)cc1)NC(=O)NCc1ccccc1,-10.2
COCCOC(=O)C1=C(C)N=C2SCCC(=O)N2C1c1cc(Br)ccc1OC (stereo unspecified),-3.1
Cc1ccc(S(=O)(=O)c2nc(NCCCn3ccnc3)sc2Cl)cc1,-5.0
CCOC(=O)C1CCN(S(=O)(=O)c2cccc(-c3cn4cccnc4n3)c2)CC1,21.0
CCOC(=O)C(Sc1nnc2c3ccccc3n(CC)c2n1)C(=O)OCC,-8.7
COc1ccc(NC(=O)CCC2COc3ccccc3O2)c(OC)c1 (stereo unspecified),-39.2
Cc1cccc(NC(=O)C2CCN(S(=O)(=O)c3cccc4nsnc34)CC2)n1,-22.6
O=C(CN1CCN(CC(=O)Nc2ccccc2Cl)CC1)Nc1ccc2c(c1)OCCO2,5.2
O=C(COc1ccc(Cl)cc1Cl)Nc1nc2n(n1)C(c1ccccc1)CC(=O)N2 (stereo unspecified),-63.0
CC(=O)c1c(C)n([O-])c2cc(C)ccc2[n+]1=O,-41.1
C#CCOC(=O)CCC(=O)Nc1cc(OC)nc(OC)n1,-4.7
CC(=O)Nc1ccc(S(=O)(=O)N2CCC(c3nc4ccc(C)cc4[nH]3)CC2)cc1,-33.3
O=C(NC(NC1CCS(=O)(=O)C1)C(=O)c1ccccc1)c1ccc(Cl)cc1 (stereo unspecified),11.5
S=C(c1ccc2c(c1)OCO2)N1CCCC1,-11.1
COCCn1nnnc1C(C(C)C)N(Cc1cccnc1)Cc1ccccc1Cl (stereo unspecified),1.3
CCn1c(SCC(=O)Nc2nc(-c3ccccc3)cs2)nnc1-c1ccccc1O,-35.8
CCn1c2ccccc2c2cc(N)ccc21,10.3
CCn1c(Cc2ccccc2)nnc1SCC(=O)Nc1ccc(S(N)(=O)=O)cc1,3.5
CCN(CC)c1nc(SCC(=O)O)nc(N(CC)CC)n1,3.1
COC(=O)C1C(=O)C2=C(CC1C)NC(C)=C(C(=O)OC(C)C)C2c1ccc(OC)c(O)c1 (stereo unspecified),-25.3
CCCS(=O)(=O)N1CCC(C(=O)NCCCN(C)Cc2ccccc2)CC1,-5.7
SMILES,GBA enhancer
COc1ccc(S(=O)(=O)N2CCC(C(=O)Nc3cccc(Cl)c3)CC2)cc1OC,-2.7
COc1cccc(NC(=O)c2cccs2)c1,-0.4
COc1ccccc1C(=O)n1nc(-c2ccccc2)nc1NCc1ccco1,-18.1
COc1ccc(Cn2c(=O)sc3ccccc32)cc1,-22.6
COc1ccc(NC(=O)Nc2cc(C)ccc2OC(F)F)c(OC)c1,-25.1
O=C(CC1Sc2ccccc2NC1=O)Nc1cccc(-c2nnc3n2CCCCC3)c1 (stereo unspecified),-1.8
O=C(CNS(=O)(=O)c1ccccc1)NCc1ccccn1,-1.2
COc1ccc(CCNc2nnc(Sc3nnnn3-c3ccccc3)s2)cc1OC,2.4
Cc1ccc(CS(=O)(=O)Cc2ccc(C(=O)NCc3cccnc3)o2)cc1,9.9
O=C(Nc1cccc(-n2cnnn2)c1)c1ccco1,17.4
CCCCn1c(SCc2ncc(-c3ccccc3)o2)nc2cc(S(N)(=O)=O)ccc21,-26.4
COc1cccc(-c2cc(C(F)(F)F)nc(N3CCCCC3)n2)c1,-12.9
CCOC(=O)N1CCN(C(=O)c2cc(-c3ccc(OCC)cc3)nc3ccccc23)CC1,-3.1
CC(=O)c1c(C)n(CC(=O)NCc2ccc3c(c2)OCO3)c2ccccc12,-60.9
CC1CCCN(C(=O)C2c3ccccc3C(=O)N3CCc4ccccc4C23)C1 (stereo unspecified),-0.4
Cc1ccc(-c2noc(CCC(=O)N3CCCC3)n2)cc1,-9.3
CCCCCOC(=O)NCCOC(=O)Nc1ccc(C(=O)OCC)cc1,18.1
CCOCc1nnc(NC(=O)c2ccco2)s1,11.7
CC1=C(C(=O)OC(C)C)C(C)NC(=O)N1 (stereo unspecified),4.4
CC(C)Oc1ccc(C(CC(=O)O)NC(=O)CSc2ncn[nH]2)cc1 (stereo unspecified),-33.7
O=C(CCn1c(=O)sc2ccccc21)NCCCn1ccnc1,-1.4
Clc1ccc(CSC2=NCCCN2)cc1Cl,19.4
COc1ccccc1NC(=O)N1CCCC1C(=O)NCc1ccc(F)cc1 (stereo unspecified),-26.0
CCN(CC)C(=O)c1cn(CC)c(=O)c2cc(OC)c(OC)cc12,17.6
COc1ccc(-c2cc(C(F)(F)F)nc(N3CCCCCC3)n2)cc1,-38.8
SMILES,GBA enhancer
Cc1ccc(N2CC(C(=O)OCc3ccccc3F)CC2=O)cc1 (stereo unspecified),-5.8
c1ccc(-c2nnc(SCc3cn4ccsc4n3)o2)cc1,-22.9
CCCCOC(=O)C1[C@H]2C(=O)N(c3ccccc3CC)C[C@]23C=C[C@H]1O3 (stereo partly specified),-13.3
Cc1ccccc1NC(=O)Cn1cccc1,6.2
Cc1cc(C)n2ncc(C(=O)NCc3cccnc3)c2n1,-29.7
COc1cc(C(=O)Nc2ccc3c(c2)C(=O)N(CCC(=O)O)C3=O)cc(OC)c1OC,-13.9
COc1cccc(C2=NOC(C(=O)Nc3cc(OC)c(OC)c(OC)c3)C2)c1 (stereo unspecified),-10.1
CCN(C(=O)COc1cc(=O)n(C)c2ccccc12)c1cccc(Cl)c1,20.2
Cc1cccc(N2CCN(S(=O)(=O)c3ccc4c(c3)CCC(=O)N4)CC2C)c1 (stereo unspecified),-5.7
CN(Cc1c(F)cccc1Cl)c1nnnn1-c1ccccc1,-6.1
O=C(CCC(=O)N1CCN(c2ccccn2)CC1)Nc1nnc(C2CCCCC2)s1,-22.4
N#Cc1c(N)oc(-c2ccco2)c1-c1ccco1,-0.2
COc1ccccc1NC(=O)NCc1ccc2c(c1)OCO2,-18.5
Cc1nc2ncnn2c(C)c1CCC(=O)NCc1ccc2c(c1)OCO2,-16.8
COc1cccc(CNc2ccc(S(N)(=O)=O)cc2)c1OC,-15.6
COc1ccc(NC(=O)c2cc(-c3ccc(C)o3)nc3ccccc23)cc1OC,-21.1
O=C(Nc1ccc(S(=O)(=O)N2CCOCC2)cc1)C1COc2ccccc2O1 (stereo unspecified),-5.5
C=CCn1c(-c2ccccc2)nc2nc3ccccc3nc21,-3.3
COc1ccccc1NC(=O)C1=C(C)Nc2nnnn2C1c1cc(Br)ccc1OC (stereo unspecified),-9.4
COc1ccc(CCNC(=O)C2CCN(S(=O)(=O)c3c(C)noc3C)CC2)cc1OC,-19.9
Cc1csc(NC(=O)CCn2c(=O)oc3ccccc32)n1,-2.6
Nc1ncnc2nc(SCCc3ccccc3)[nH]c12,-10.9
O=C(c1ccco1)c1n[nH]nc1-c1ccccc1,-23.0
C=CCNS(=O)(=O)c1cccc2cc(C(=O)O)c(O)cc12,-7.1
Cc1ccc(C)c(NC(=O)C2CC=CCC2C(=O)O)c1 (stereo unspecified),12.8
SMILES,GBA enhancer
O=C(Nc1ccccc1)c1ccc(S(=O)(=O)N2CCCC2)cc1,3.8
COc1cccc(CNC(=O)C2CCN(S(=O)(=O)N3CC(C)CC(C)C3)CC2)c1 (stereo unspecified),-14.5
O=C(CS(=O)(=O)Cc1ccccc1)N1CCN(Cc2ccc3c(c2)OCO3)CC1,16.8
CSc1oc(-c2ccccc2)nc1S(=O)(=O)c1ccc(F)cc1,-12.7
O=c1[nH]c(SCc2ccccc2Cl)nc2c1CCC2,-17.9
CCn1c(=O)n(CC(=O)N(C)Cc2ccccc2)c(=O)c2ccccc21,0.2
N#CC1=C(N)OC2=C(C(=O)CCC2)C1Cc1ccccc1 (stereo unspecified),2.6
COc1cc(OC)c(NC(=O)CCc2nc(-c3ccc(C)cc3)no2)cc1Cl,-3.2
COc1cccc(-c2csc3nc[nH]c(=O)c23)c1,5.6
Cc1nn(-c2ccccc2)c2[nH]c(C(F)(F)F)cc(=O)c12,-9.4
O=C(O)c1oc2ccccc2c1-n1cccc1,-9.7
Cc1c(C(=O)N2CCc3ccccc3C2)sc2nc(-c3ccccc3)cn12,-17.8
COc1cccc(Cn2c(Oc3cccc(C)c3)nc3c2c(=O)n(C)c(=O)n3C)c1,-41.7
FC(F)(F)c1nnc2ccc(N3CCCCCC3)nn12,-9.9
CN(Cc1ccccc1)Cc1nc2c(c(=O)n(C)c(=O)n2C)n1Cc1ccc(F)cc1,8.0
O=C1CN(Cc2ccccc2)C(=NCc2ccco2)S1,23.1
CCOC(=O)N1CCN(C(=O)c2cc(-n3cnnc3)ccc2Cl)CC1,-22.6
Cc1cc(C)n(CC(=O)NCc2cc(-c3nn(C)c(=O)c4ccccc34)ccc2C)n1,1.9
Cc1c(-n2cc(C(=O)c3ccccc3O)cc(C#N)c2=O)c(=O)n(-c2ccccc2)n1C,-16.8
CC(C)Cn1c(N)c(C(=O)COC(=O)c2ccncc2)c(=O)n(C)c1=O,-28.3
COc1ccc(-n2c(COc3ccccc3)nnc2SCC(N)=O)cc1,0.0
CCN1CCN(c2cc(=O)n(-c3cc(Cl)ccc3C)c(=O)[nH]2)CC1,-6.2
CC(=O)c1c(C)[nH]c(C(=O)NCCC2=CCCCC2)c1C,40.9
COC(=O)C(C(=O)Nc1ccc(OC)cc1)C1CCCCCC1 (stereo unspecified),6.2
O=C(CCNC(=O)c1ccc(Br)o1)NCc1ccccc1Cl,5.7
SMILES,GBA enhancer
O=C(Nc1ccncc1)c1c(F)cccc1F,-13.9
CCCCc1ccc(-c2nc(-c3ccncc3)no2)cc1,16.4
COC(=O)c1ccc(NS(=O)(=O)c2cc(C)ccc2OC)cc1,-5.4
Cc1c(C(=O)NCc2cccs2)oc2ccc(S(=O)(=O)N3CCOCC3)cc12,-50.4
COc1cccc(Nc2nnc(SCC(=O)N3CC(C)OC(C)C3)s2)c1 (stereo unspecified),-29.6
c1ccc2nc(N3CCOCC3)c(N3CCOCC3)nc2c1,5.0
O=C(OCc1cc(=O)n2c(n1)sc1ccccc12)c1ccc2c(=O)n3c(nc2c1)CCC3,1.5
CCOC(=O)C(NC(=O)CC)(Nc1ccc(S(=O)(=O)Nc2cc(C)on2)cc1)C(F)(F)F (stereo unspecified),39.5
CCn1c(=S)sc2c(=O)[nH]c(C)nc21,-3.8
Fc1cccc(Cl)c1CSc1nnnn1-c1ccc2c(c1)OCO2,-33.0
CCn1c(Cc2ccccc2)nnc1SCC(=O)Nc1ccc2c(c1)OCO2,-2.2
Cc1ccc(-c2noc(CCC(=O)Nc3cc(C)ccn3)n2)cc1,-7.4
CSCCC(NC=C1C(=O)OC(C)(C)OC1=O)C(=O)O (stereo unspecified),11.1
O=C(CCN1C(=O)c2ccccc2C1=O)Nc1ccccn1,-17.0
Cc1ccc(NC(=O)CN(c2ccccc2F)S(C)(=O)=O)cc1,-47.7
CCCCn1c(SCC(=O)NCc2ccco2)nnc1-c1ccco1,-40.2
CCOc1ccccc1N1CCN(C(=O)c2cccc(-c3ccc(O)cc3)c2)CC1,-4.3
Cn1c(=O)[nH]c(=O)c2c1nc(CN1CCOCC1)n2Cc1ccccc1,3.3
O=C(NCc1ccco1)c1ccc2c(=O)n(Cc3ccco3)c(SCC(=O)N3CCCC3)nc2c1,-10.6
CCCn1nnnc1NCc1ccccc1OCc1cccs1,-6.4
COc1ccc(OC)c(C2=NOC(C(=O)NCC3CCCO3)C2)c1 (stereo unspecified),0.0
COCCN(CCOC)C(=O)c1cc2sc3ccccc3c2s1,-9.1
O=C(NCCCN1CCCCCC1)c1ccc2c(c1)NC(=O)C(N1CCOCC1)S2 (stereo unspecified),36.6
Nn1c(SCC(=O)N2CCCc3ccccc32)nnc1-c1ccccc1,32.3
Cc1ccc(C)c(NC(=O)CSc2nnc(-c3ccncc3)n2N)c1,-11.7
SMILES,GBA enhancer
Cc1ccc(O)c(C(=O)c2cnn(C(=O)Cc3csc(C)n3)c2)c1,-1.7
CC1=C(C#N)C(=O)NC(C)(C)C1,0.2
CC1(C)CC(=O)C2=C(C1)Oc1ncn(Cc3ccco3)c(=N)c1C2c1ccccc1 (stereo unspecified),-39.3
Cn1c(=O)c2c(SCC(=O)N3CCCc4ccccc43)nc(CC(C)(C)C)nc2n(C)c1=O,-25.8
O=C(OCC(=O)c1ccccc1Br)c1ccccn1,-7.3
COc1cc(C2C(C#N)=C(N)OC3=C2C(=O)CCC3)ccc1OC(=O)N1CCOCC1 (stereo unspecified),-21.3
CC(CCc1ccccc1)NC(=O)c1ccncc1 (stereo unspecified),-13.7
Cc1ccc(C)c(Cn2nnc3c(=O)[nH]c(C4CCN(C(=O)c5cccs5)CC4)nc32)c1,12.4

# Assay outcomes: PubChem BioAssay, The Scripps Research Institute Molecular Screening Center
